Source: PubChem (Sanford-Burnham Center for Chemical Genomics)
Apaf1 inhib: human Apaf-1 inhibition. O14727. reconstituted apoptosome caspase-3 activity, DEVD-Rh110 fluorescence. inhibition, % at 20 µM. hit rate 0.71% among 330,000. AID 489030; active means inhibition of at least 40% at 20 µM;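 further: plate controls were DMSO wells for no effect and DEVD-CHO caspase inhibitor wells for full effect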
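System: Apoptosome proteins | Medium: Hepes pH 7.5 with detergent and BSA | Also added: Cytochrome c trigger plus (Z-DEVD)2-Rh110 caspase-3 substrate | Incubation: 30 min compound preincubation, 50 min activation, room temperature | Detection: Rhodamine 110 fluorescence at Ex 480/Em 540 nm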
SENP6 block: SENP6 protease inhibition; Q9GZR1; Recombinant SENP6 catalytic domain, aminoluciferin luminescence; inhibition, % at 10 µM; hit rate 1.8% among 330,000; AID 2599;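 active means inhibition above about 50% at the single tested dose, limit read from the data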;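 further: plate controls were DMSO wells with enzyme for no effect and DMSO wells lacking enzyme for full effect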
Target sequence (Q9GZR1 628-1112 limits assumed): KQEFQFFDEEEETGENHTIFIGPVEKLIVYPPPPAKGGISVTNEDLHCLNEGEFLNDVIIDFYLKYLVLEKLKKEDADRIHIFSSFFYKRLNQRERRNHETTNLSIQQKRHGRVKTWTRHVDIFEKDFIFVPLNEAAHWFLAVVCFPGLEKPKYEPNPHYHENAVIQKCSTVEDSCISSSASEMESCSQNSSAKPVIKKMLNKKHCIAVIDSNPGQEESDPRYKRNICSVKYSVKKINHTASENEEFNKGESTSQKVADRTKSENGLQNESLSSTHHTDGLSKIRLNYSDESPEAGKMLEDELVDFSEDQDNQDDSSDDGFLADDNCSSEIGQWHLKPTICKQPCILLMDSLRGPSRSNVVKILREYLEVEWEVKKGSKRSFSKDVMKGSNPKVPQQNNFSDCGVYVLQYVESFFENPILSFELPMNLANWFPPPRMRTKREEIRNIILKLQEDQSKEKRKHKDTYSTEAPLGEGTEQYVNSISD
SENP1 FRET inh: SENP1 (human) catalytic domain inhibition. Q9P0U3. recombinant SENP1 catalytic domain, CyPet-SUMO1-YPet FRET cleavage. inhibition, % at 10 µM. hit rate 0.21% among 360,000;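 active means inhibition at least 30% at 10 µM, raw YFP signal under a set limit, fluorescence ratio 0.5 to 1.5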;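 further: 0% = enzyme with DMSO and 100% = no enzyme wells; some results filed as inactive read as strong as hits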
Target sequence (Q9P0U3 419-644 limits assumed): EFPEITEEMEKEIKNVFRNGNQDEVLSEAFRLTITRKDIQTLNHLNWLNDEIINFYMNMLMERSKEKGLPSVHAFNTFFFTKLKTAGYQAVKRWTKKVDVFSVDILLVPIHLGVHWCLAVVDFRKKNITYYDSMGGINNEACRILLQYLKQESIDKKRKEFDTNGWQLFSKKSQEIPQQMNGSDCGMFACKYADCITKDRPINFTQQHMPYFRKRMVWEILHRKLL
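Controls: no-enzyme wells low, DMSO-plus-enzyme wells high control. Test system: human recombinant His6-tagged SENP1 catalytic domain enzyme. Reagent: SFCypet-SUMO1-SFYpet FRET protein substrate, 25 nM final. Doses: one dose per compound, 10 µM, 0.5% DMSO. Detection: FRET, CFP and YFP emission. Timing: 50 min reaction at room temperature.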
SENP8 block-1: blocks human SENP8 cleavage of Nedd8 substrate. Q96LD8. recombinant SENP8, Nedd8 substrate fluorescence. inhibition, % at 20 µM. hit rate 0.64% among 360,000. AID 602440; in the data active means inhibition mostly above about 40%, no sharp cut-off; inactive means mostly below about 27%
HKDC1 inhibitor: inhibitors of human hexokinase HKDC1; recombinant HKDC1, G6PDH/diaphorase resazurin coupled fluorescence; inhibition, % at 20 µM; hit rate 0.16% among 340,000; AID 493160;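 active means inhibition above about 35% when tested at 20 µM, limit read from the data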;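 further: plate controls were DMSO wells with enzyme for no effect and DMSO wells lacking enzyme for full effect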
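Test system: Recombinant HKDC1 (HK5) hexokinase enzyme, produced in-house | Input: HKDC1 at 5 µg/mL | Buffer or medium: Tris pH 8.0 buffer with MgCl2, Tween-20, BSA, BME | Schedule: 90 min reaction incubation at room temperature, dark | Technique: Resazurin-to-resorufin fluorescence via G6PDH and diaphorase coupling, 525/613 nm | Controls: DMSO wells with and without enzyme mix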
SENP8 block-2: inhibitors of human SENP8 protease. Q96LD8. purified SENP8, Z-RLRGG-aminoluciferin cleavage, luminescence. inhibition, % at 10 µM. hit rate 1.2% among 330,000. AID 2540; in the data active means inhibition above about 50%
SENP7 inh: inhibitors of human SENP7 protease; Q9BQF6; recombinant SENP7, Z-RLRGG-aminoluciferin luminescence, 40 min; inhibition, % at 5 µM; hit rate 1.5% among 330,000; AID 434973;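 active means inhibition above about 50% at the single test dose, limit read from the data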;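 further: plate controls were DMSO with enzyme for no effect and no enzyme buffer wells for full effect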
Target sequence (Q9BQF6 706-1050 limits assumed): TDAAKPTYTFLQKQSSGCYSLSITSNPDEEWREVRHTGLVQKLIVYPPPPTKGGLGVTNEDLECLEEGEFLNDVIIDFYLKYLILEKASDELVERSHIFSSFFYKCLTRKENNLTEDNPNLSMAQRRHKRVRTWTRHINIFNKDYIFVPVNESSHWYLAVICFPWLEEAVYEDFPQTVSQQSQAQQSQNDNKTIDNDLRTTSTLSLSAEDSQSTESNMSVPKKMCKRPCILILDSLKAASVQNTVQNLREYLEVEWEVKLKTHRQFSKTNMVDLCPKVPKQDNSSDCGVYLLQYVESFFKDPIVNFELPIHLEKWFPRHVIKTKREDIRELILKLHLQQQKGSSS
PfG6PD inh: PfG6PD (Plasmodium falciparum) enzyme inhibition. PfGluPho enzyme, NADPH resazurin-diaphorase fluorescence. inhibition, % at 20 µM. hit rate 0.78% among 350,000. AID 504690;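 active means inhibition reaching at least a set limit at 20 µM in the primary screen, cut at about 59% in these data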;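 further: 0% = DMSO wells with substrate and 100% = DMSO wells lacking glucose-6-phosphate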
* hit, by the source's call; · = no result given.

SMILES	Apaf1 inhib	SENP6 block	SENP1 FRET inh	SENP8 block-1	HKDC1 inhibitor	SENP8 block-2	SENP7 inh	PfG6PD inh
Fc1ccc2[nH]c3c(NCc4ccccc4)ncnc3c2c1	12	1	1	-299	1	-1	3	1
Cc1cccc(NC(=O)c2cc3c(s2)-c2c(C)cccc2OC3)n1	-18	18	-38	-406	-3	40	86*	-1
Cc1csc(NC(=O)C2C3C=CC(O3)C2C(=O)O)n1 (configuration not stated)	-1	-11	-3	8	0	0	12	-16
O=C(Nc1c(C(=O)N2CCOCC2)cnn1-c1ccccc1)c1cccc(F)c1	9	2	1	5	0	6	5	-11
O=C(Cn1c(S(=O)(=O)Cc2ccccc2)nc2ccccc21)N1CCCCC1	5	-10	3	5	4	5	-7	-10
Cc1nc(N)nc(Cl)c1CCC1OCCO1	·	·	3	4	-3	·	·	-10
O=C(CCSc1ccccc1Cl)NNC(=O)c1ccncc1	-1	-15	-1	17	-1	-6	6	-17
COc1cccc(-c2ccc(NC(=O)C3CCCN(Cc4cnc(C)s4)C3)cc2)c1 (configuration not stated)	25	-8	1	0	5	11	3	12
CC(C)C[C@@H](CN)NC(=O)c1nc[nH]c1C(=O)N[C@@H](C)C(=O)CNC[C@H](C)NC(=O)c1nc[nH]c1C(=O)N[C@@H](C)C(=O)O	·	·	-3	6	8	·	·	4
CC(Sc1ncccn1)C(=O)N1CCc2ccccc21 (configuration not stated)	1	-11	-4	6	-9	-4	-5	8
COC(=O)c1cccc(NC(=O)C2COc3ccccc3O2)c1C (configuration not stated)	6	1	2	4	-3	6	3	-4
Cc1nn(-c2ccc(N3CCCCC3)nn2)c(C)c1CCC(=O)Nc1ccccc1F	-3	1	-1	-40	-3	-5	1	-1
Cn1cnnc1SCCNS(=O)(=O)c1ccccc1	-8	3	0	19	4	-2	1	-5
COc1ccc(/C=C/C(=O)NCC2COc3ccccc3O2)c(OC)c1 (configuration not stated)	9	-39	-27	-38	5	-3	0	1
O=C(NCc1ccc(Cl)cc1)C1C2C=CC3(CN(Cc4cccnc4)C(=O)C13)O2 (configuration not stated)	-9	4	1	2	4	-3	-1	-5
O=C1OC(c2ccc3ccccc3c2O)(c2ccc3ccccc3c2O)c2ccccc21	·	·	-8	-8	36*	·	·	75*
Cc1cc(C)cc(NC(=O)CSc2ncc(S(=O)(=O)c3ccccc3)c(=O)[nH]2)c1	5	-3	·	·	·	-3	-3	·
CC(=O)Nc1c(C(=O)N2CCCCCC2)cnn1-c1ccccc1Cl	3	-3	3	2	-8	-9	-5	2
COc1ccccc1N1CCN(CC(O)COc2c(OC)cccc2OC)CC1 (configuration not stated)	10	-2	0	13	-3	8	6	4
Cc1nc(SCc2ccccc2F)c2cnn(-c3ccccc3)c2n1	0	-16	·	·	·	-5	-4	·
CCN(CC)c1nc(Nc2ccc(Cl)cc2)nc(OCC#N)n1	16	-15	0	25	1	-6	14	28
CC(=O)c1cccc(NC(=O)N2CCCC2C(=O)Nc2c(C)cccc2C)c1 (configuration not stated)	3	-10	0	7	1	-4	0	-13
Cc1ccccc1C(=O)N1CCN(c2ccc([N+](=O)[O-])c(NCc3cccnc3)c2)CC1	10	9	3	25	22	-3	5	6
Cc1cc(C)n2nc(C(=O)OCC(=O)N(CC(C)C)C3CCS(=O)(=O)C3)nc2n1 (configuration not stated)	-5	7	0	12	-7	-2	1	-13
CCOc1ccc2nc(NC(=O)Cn3c(C)csc3=O)sc2c1	10	-6	1	-5	-3	-2	5	3
C=CCSCC1Nc2cc(Cl)c(S(N)(=O)=O)cc2S(=O)(=O)N1 (configuration not stated)	-4	-1	0	11	5	2	-4	-15
CCCOC(=O)c1ccc(NS(=O)(=O)c2cccs2)cc1	-10	-12	1	6	1	-5	-7	-34
O=C(COc1ccc(-c2nnco2)cc1)Nc1c(Cl)cccc1C(F)(F)F	-6	-12	2	0	-1	7	-3	5
COc1cc(CNc2ccc(N3CCOCC3)cc2)ccc1OCC(=O)NC(C)(C)C	-9	20	0	-134	1	12	9	18
CN(C)c1ccc(/C=N/N=C/c2ccccc2O)cc1	-22	86*	-27	-26	-11	84*	97*	19

Four entries picked at random from the list so far, as already listed:
SMILES	Apaf1 inhib	SENP6 block	SENP1 FRET inh	SENP8 block-1	HKDC1 inhibitor	SENP8 block-2	SENP7 inh	PfG6PD inh
CN(C)c1ccc(/C=N/N=C/c2ccccc2O)cc1	-22	86*	-27	-26	-11	84*	97*	19
COc1cc(CNc2ccc(N3CCOCC3)cc2)ccc1OCC(=O)NC(C)(C)C	-9	20	0	-134	1	12	9	18
CCOc1ccc2nc(NC(=O)Cn3c(C)csc3=O)sc2c1	10	-6	1	-5	-3	-2	5	3
Cc1cc(C)n2nc(C(=O)OCC(=O)N(CC(C)C)C3CCS(=O)(=O)C3)nc2n1 (configuration not stated)	-5	7	0	12	-7	-2	1	-13

More results:
SMILES	Apaf1 inhib	SENP6 block	SENP1 FRET inh	SENP8 block-1	HKDC1 inhibitor	SENP8 block-2	SENP7 inh	PfG6PD inh
O=C(Nc1ccc(Cl)cc1)[C@@H]1[C@@H]2C(=O)N(c3cccc(F)c3)C(=O)[C@@H]2[C@H]2C=CC=NN21	3	-30	-35	-25	-2	3	2	-1
CCc1noc(C)c1C(=O)OCC(=O)Nc1cccc(C)c1	1	15	2	2	-3	-8	6	16
CC(C)NS(=O)(=O)c1ccc(OCC(=O)NCc2ccco2)cc1	2	0	0	15	-2	-1	4	-18
CCOC(=O)c1nc(-c2ccccc2)oc1N1CCOCC1	-2	-9	0	-422	-8	2	3	-1
O=C(COC(=O)Cc1ccc(Cl)cc1)NCc1cccs1	-5	-24	1	0	-2	8	-3	8
COc1ccc(CNCCC(c2ccc(OC(C)C)cc2)c2ccccc2OC)cc1OC (configuration not stated)	11	-10	3	19	-1	-1	10	5
Cc1ncc(CO)c(/C=N/N=C/c2ccccc2O)c1O	-7	60*	21	-35	-10	32	25	-11
CCCCNC(=O)c1c(CSc2ccc(Cl)cc2)noc1C(=O)NCCC	4	0	2	-7	1	1	1	29
COc1ccc(CCN2C(=O)CC(NNc3ccc([N+](=O)[O-])cc3)C2=O)cc1OC (configuration not stated)	7	4	-32	24	1	-12	2	30
Cn1nc(-c2ccccc2)c(C(=O)Nc2ccc(C(F)(F)F)cc2)c1Cl	-7	-28	0	9	-11	-6	-23	-16
Cc1ccc(S(=O)(=O)Nc2nc3ccccc3nc2Nc2cccc(S(=O)(=O)N3CCCC3)c2)cc1	31	-11	-54	-351	6	2	-6	-4
N/C(=N\OC(=O)CN1C(=O)c2ccccc2C1=O)c1ccc(Br)cc1	4	-27	1	4	0	-5	-3	5
CN(C)c1ccc(-c2nc3n(n2)C(c2cccnc2)C2=C(CC(C)(C)CC2=O)N3)cc1 (configuration not stated)	1	5	1	-18	-2	2	4	-3
CC(CC(=O)N1CCN(c2ccccc2)CC1)S(=O)(=O)c1ccc2c(c1)NC(=O)CS2 (configuration not stated)	9	-4	4	-6	1	10	1	-5
COc1ccc(C2C(C)C(=O)C(C)C(c3ccc(OC)cc3)N2N=O)cc1 (configuration not stated)	·	·	1	0	-6	·	·	-6
CC(C)N(C(=O)CSc1nc2ccccc2n1Cc1ccccc1F)C(C)C	20	-7	0	21	6	-1	-7	25
O=C(CN1C(=O)CCC1=O)Nc1ccc(Br)cc1	8	10	0	16	-4	3	2	-1
CCCN(CC(=O)Nc1ccccc1C)C(=O)c1ccc(COc2ccccc2)cc1	21	-12	1	3	-2	-4	-2	2
CCOC(=O)c1ccc(NC(=O)c2nc(S(=O)(=O)Cc3ccccc3)ncc2Cl)cc1	8	-11	2	14	6	-6	7	48
CC(=O)/C(=N\Nc1ccccc1Cl)Sc1cccc2cccnc12	20	-11	2	9	0	-10	-3	-4
COCCNC(=O)C1c2ccccc2C(=O)N(CCOC)C1c1ccc(F)cc1 (configuration not stated)	12	-6	-2	16	0	3	-1	6
Cc1ccc(-c2nn(CC(=O)Nc3cccnc3)c(=O)c3ccccc23)cc1	11	-16	2	7	3	-4	-2	7
CC(C)CNC(=O)C(=O)NCc1ccccc1	1	-2	-1	14	-2	4	2	-4
Cc1ccc(-n2c(NN)nc3ccccc3c2=O)c(C)c1	5	0	0	6	-3	4	-2	8
O=C(c1cccc(NS(=O)(=O)c2cccc(F)c2)c1)N1CCN(c2ccccc2)CC1	3	2	-1	4	-6	4	6	-2
CC(=O)Nc1ccccc1C(=O)C(=O)Nc1ccc(Cl)cc1	-6	-11	2	17	0	11	-1	-4
COc1ccc(CCNC(=O)CSc2nc3[nH]ncc3c(=O)n2-c2ccc(C)c(Cl)c2)cc1OC	·	·	0	-6	15	·	·	2
O=C(CSc1ncn(-c2ccccc2)n1)N1CCc2ccccc21	7	-4	1	19	0	0	4	60*
O=C(c1ccccc1)c1ccc(N2CCN(C(=O)c3cccc(F)c3F)CC2)c(F)c1	26	-5	1	-55	3	3	-2	4
CC(=O)c1cccc(OC(=O)c2ccc3c(=O)n4c(nc3c2)CCC4)c1	4	-19	3	-7	3	-10	5	-6
Cc1ccc(-c2ccc(CCC(=O)O)n2C(C)C)cc1	-6	3	-12	-293	0	-6	12	-3
Cc1ccc(S(=O)(=O)N[C@@H](CC(C)C)C(=O)N2CCC(C(=O)N[C@H](C(=O)O)C(C)C)CC2)cc1	-4	-15	3	30	-4	-10	-18	-1
Cc1ccnc(N/C=C(\C#N)c2nc(-c3cccc(Br)c3)cs2)c1	9	-11	-25	-227	-6	-13	-1	19
C=C(C)CNC(=O)c1ccc(OC2CCN(S(=O)(=O)N(C)C)CC2)cc1	-13	-2	-2	3	-14	3	0	-12
O=C(NC(=O)c1ccccc1)NC(=O)c1ccccc1	3	-11	0	11	-5	4	2	-17
Cc1ccc(NC(=S)NCCSc2ccc(Cl)cc2)cc1	13	-21	-1	9	7	-10	4	8
O=C(NCCC1=CCCCC1)C1CC(=O)N(C2CCCCCC2)C1 (configuration not stated)	-14	-7	0	14	-9	6	-7	1
NC(=O)C(=O)NN=C1C2CC3CC(C2)CC1C3	-3	-7	2	6	-6	-2	-1	-11
CCCCn1c(=O)[nH]c(=O)c2c1nc(-c1ccc(-c3ccccc3)cc1)n2C	22	-15	-6	-313	2	-2	2	-20
Cc1cnc(NC(=O)/C=C/c2ccc(Br)o2)s1	-32	-17	-7	-181	-3	1	-6	17
COc1cc2c(cc1OC)C1(CCCC1)CNC2C (configuration not stated)	-10	-7	1	-8	2	1	-4	-18
O=C(N/N=C/c1cccs1)C(=O)Nc1cccc(Cl)c1	-1	-15	3	-8	-4	-9	19	-10
COc1cc(CCC(=O)OCC(=O)NCCc2ccc(S(N)(=O)=O)cc2)cc(OC)c1OC	-14	-2	-1	7	-1	9	3	-11
COc1ccc(C(=O)Nc2cc(C(F)(F)F)ccc2-n2cncn2)cc1	4	-8	2	17	2	-3	-7	18
Nc1cccc(Nc2ccccc2)c1	4	-7	3	11	-5	-1	6	5
O=C(N/N=C/c1c(F)c(F)c(F)c(F)c1F)c1cccc(S(=O)(=O)N2CCOCC2)c1	4	8	-6	15	12	4	5	12
CCN(CC)S(=O)(=O)c1cc(NC(=O)COC(=O)c2ccc(NC(=O)CC#N)cc2)ccc1C	9	-12	-13	6	2	-7	-12	-16
